Screens deposited in PubChem by several laboratories.
Dynein cargo inh: inhibitors of GR-EGFP nuclear translocation, primary screen, dynein cargo transport inhibitor project, imaging, high-content, 3617.4 mouse cells; test concentration mostly 20 µM; stimulated with dexamethasone, 1 µM; hits give low values; z-score, hits read low; AID 1381, 2008; 0.47% of 220,000 active;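 active means plate z-score of nuclear minus cytoplasmic receptor signal below a set negative limit, without overly bright fluorescence or cell loss, cut at about -3.5 in these data, passing the limit was not always enough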;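 further: z-score of nuclear minus cytoplasmic ring GR-EGFP intensity difference per well; some compounds called inactive have numbers as strong as hits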
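Buffer or medium – tet-free medium with charcoal-stripped serum · Signal – automated 10x imaging of fixed Hoechst-stained cells · Also added – dexamethasone agonist, 1.0 µM final, for 30 min · Incubation – induction 48 h, compound 1 h, agonist 30 min · Read-out – GR-EGFP nuclear translocation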
Ins promoter up: insulin promoter activators in MIN6 cells, imaging, high-content screening, mouse beta cells | z-score at 5 µM | MIN6 insulin promoter-GFP reporter; hits give high values | 0.3% of 190,000 active;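 active means z-score above 3 at 5 µM with at least 500 cells counted in the well; inconclusive means wells under 500 cells, flagged as cytotoxic or low count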
M17LAP inhibition: P. falciparum M17LAP inhibitors, primary screen, biochemical, fluorogenic H-Leu-NHMec substrate, 1536-well (AID 1619); Leucine aminopeptidase (Plasmodium falciparum (isolate 3D7)); recombinant M17LAP, H-Leu-NHMec fluorogenic kinetic assay; higher % means a stronger effect; inhibition, % at 30 µM; hits with a dose series show IC50 in µM; 0.38% of 220,000 active;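 active means compound inhibiting the enzyme by more than half at any dose during confirmatory dose-response retesting; inconclusive means strong single-dose inhibitors picked by rank but not retested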;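 further: plate controls were full reaction with DMSO carrier for no effect and no enzyme background for full effect; strong numbers were not always called active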
ER stress rescue: rescue of cells from ER stress-induced death, primary screen, 384-well, CSM14.1, thapsigargin, ATP luminescence (AID 1222); cellular ATP content (survival), % at 20 µM; hits with a dose series show EC50 in µM; CSM14.1 thapsigargin-induced death rescue, ATP luminescence; higher % means a stronger effect; 190,000 tested, under 10 active;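 active means EC50 below 50 µM in the dose-response confirmation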;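 further: death triggered by thapsigargin at about 15 µM added after 2 h compound pretreatment; cell ATP read after overnight thapsigargin exposure of roughly 18 to 22 hours; normalized against plate controls of thapsigargin alone and 5% DMSO vehicle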
Lipid droplet: inhibitors of hepatocyte lipid droplet formation, primary screen, imaging, high-throughput imaging, BODIPY stain | AML12 mouse hepatocytes, oleate lipid droplets | inhibition, % at 6.5 µM | 0.4% of 240,000 active | AID 1656, 2009;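 active means lipid droplet intensity inhibited by at least 50%, with more than 500 cells counted; inconclusive means wells with under 300 cells, treated as cytotoxic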
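material = mouse AML12 hepatocyte cell line, fixed after treatment | also added = 100 µM oleic acid challenge | doses = compound at 6.5 µM only | schedule = overnight exposure | technique = Image-based BODIPY and DAPI two-channel analysis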
Autophagy HCS: autophagy modulators in MEF cells, primary screen, imaging, high-content, MEF GFP-LC3 | MEF GFP-LC3 puncta imaging; test concentration mostly 10 µM | calls only at 10 µM (by protocol) | 0.98% of 190,000 active | AID 463193, 2010;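 active means percentage of spot-positive cells more than 3 SD above its plate mean, without a fluorescence outlier flag or 80% toxicity; inconclusive means no clear call, values can overlap the other calls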;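 further: spot-positive cell cutoff set from DMSO-treated cells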
MT stabilize HCS: microtubule stabilizers in HeLa cells, primary screen, imaging, high-content imaging; HeLa tubulin immunostaining HCS, 24 h; share of cells brighter than vehicle mean+2SD; 0.83% of 200,000 active; % tubulin-high responders, % at 10 µM; AID 2205, 2009;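 active means plate Z-score above 3 for both tubulin-high and condensed-nucleus cell shares, with cell loss under 80%, at 10 µM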;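 further: anti alpha tubulin signal scored within the nucleus-defined area of each cell; some results filed as inactive read as strong as hits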
Yfh1-depleted yeast: enhancers of respiration in Yfh1-depleted yeast, dose response, Friedreich's ataxia, plus single-dose screen (AID 1465). S. cerevisiae Yfh1-off respiration, WST-1 reduction, 72 h; higher fold induction means a stronger effect. fold induction at 50 µM; hits with a dose series show EC50 in µM. 0.074% of 220,000 active;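 active means fold induction of absorbance versus untreated yeast above a set limit, then at least 30% activation at any dose in follow-up; inconclusive means repeats straddling the limit, or above it without dose testing; inactive means fold induction below the set limit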;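 further: activators that raise dye reduction in frataxin-depleted yeast; strong numbers were not always called active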
M1AAP inhibition: P. falciparum M1AAP inhibitors, biochemical, fluorogenic H-Leu-NHMec substrate, 1536-well (AID 1445) | recombinant M1AAP, H-Leu-NHMec fluorogenic kinetic assay; higher % means a stronger effect | inhibition, % at 30 µM; hits with a dose series show IC50 in µM | 0.42% of 220,000 active;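 active means primary inhibition above the hit cutoff, then over 50% inhibition at one or more dose response concentrations, cut at about 23% in these data, passing the limit was not always enough; inconclusive means conflicting primary data, or primary hits not chosen for dose response; inactive means low primary inhibition, or under 50% at every dose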;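 further: plate controls were DMSO full reaction for no effect and no enzyme background for full effect; strong numbers were not always called active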
Dynein cargo inh cytoplasmic EGFP: second read-out of Dynein cargo inh, no call of its own (marks repeat the call); z-score; measured here: cytoplasmic GR-EGFP intensity; hits give high values
Dynein cargo inh nuclear GR-EGFP: recorded beside Dynein cargo inh, whose call it bears; z-score; measured here: nuclear GR-EGFP intensity;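 lower value marks the stronger effect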
Dynein cargo inh cell count: further read-out of Dynein cargo inh, marked with its call; z-score; measured here: cell count per field
Ins promoter up cell count: recorded beside Ins promoter up, whose call it bears; cell count; measured here: cytotoxicity, nuclei count;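 total cells summed across four imaged fields per well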
Lipid droplet cells 6.5 µM: also measured in Lipid droplet; calls as there; cell count; measured here: cell count, cytotoxicity flag;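 cells counted across two imaged fields per well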
MT stabilize HCS Hoechst-high %: second read-out of MT stabilize HCS, no call of its own (marks repeat the call); % Hoechst-high responders; measured here: nuclear condensation Hoechst responders;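 share of cells brighter than vehicle mean plus two SD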
MT stabilize HCS cytotoxicity %: also measured in MT stabilize HCS; calls as there; toxicity, %; measured here: cytotoxicity by cell density;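 0% = mean cell density of plate MIN control wells and 100% = no cells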
Autophagy HCS cell loss 18 h: recorded beside Autophagy HCS, whose call it bears; toxicity, %; measured here: cell loss, nuclei count;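 cell loss after 18 h compound exposure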
The depositor's hits bear a star; i = inactive; ? = inconclusive; · = no result given; & = joins results of further samples.

SMILES	Dynein cargo inh	Dynein cargo inh cytoplasmic EGFP	Dynein cargo inh nuclear GR-EGFP	Dynein cargo inh cell count	Ins promoter up	Ins promoter up cell count	M17LAP inhibition	ER stress rescue	Lipid droplet	Lipid droplet cells 6.5 µM	Autophagy HCS	Autophagy HCS cell loss 18 h	MT stabilize HCS	MT stabilize HCS Hoechst-high %	MT stabilize HCS cytotoxicity %	Yfh1-depleted yeast	M1AAP inhibition
CN(C)c1ccc(-c2ccc([C@H]3[C@@H]4C=CCC[C@@]4(C)C(=O)N3Cc3ccccc3)c(F)c2)cc1	0.501	-0.751	0.18	-0.448	·	·	0.1%	·	25.1	646	·	·	·	·	·	i	-4.5%
COc1cc(CN2CC(C)OC(C)C2)cc(OC)c1 (centres undefined)	0.145	-0.579	-0.00932	0.849	·	·	·	·	·	·	i	2.5	5.2	1.5	5.5	i	·
Cc1cc(C)nc(N2CCCC(C(=O)Nc3ccc4c(c3)OCCO4)C2)n1 (centres undefined)	-0.683	-0.155	-0.457	0.0109	-0.05	1526	7.5%	-0.2%	·	·	i	18.4	2.5	1.7	4.9	i	2.7%
CC(=O)O/N=C(/c1nonc1N)N1CCN(c2ccc([N+](=O)[O-])cc2Cl)CC1	-0.521	0.219	-0.437	0.255	-0.07	1383	1.9%	-0.9%	1.3	687	i	-4.9	3.0	3.8	1.1	i	8.8%
Cc1c(C(=O)N2CCOCC2)[nH]c2c1C(=O)CC(c1ccccc1Cl)C2 (centres undefined)	0.516	-0.28	0.616	0.101	-3.07	789	16.8%	-2.4%	-34.7	654	i	52.8	40.5*	32.6*	57.6*	i	2.9%
O=C(N/N=C/c1ccc(-c2cccc([N+](=O)[O-])c2)o1)[C@H]1C[C@@H]1c1ccccc1	0.589	-0.195	0.823	-1.52	-0.18	1346	1.9%	16.8%	-33.2	606	i	-15.5	2.6	2.9	13.4	i	8.5%
COc1ccc(C2C(C(=O)/C=C/c3ccco3)=C(O)C(=O)N2CCN2CCOCC2)cc1OC (centres undefined)	-0.72	-0.172	-0.266	0.751	·	·	8.5%	-2.9%	6.1	710	i	4.4	2.6	1.1	8.7	i	8.4%
Nc1nc(N)c2sc3nc4c(cc3c2n1)CCC4	1.73	-0.286	-0.185	0.849	0.5	829	-1.0%	0.1%	-3.2	736	i	-9.4	4.7	3.3	0.3	i	10.5%
CCC(C)NCC(=O)Nc1cc(S(=O)(=O)N(CC)c2ccccc2)ccc1Cl (centres undefined)	-0.614	-0.275	-0.702	1.14	-0.63	1306	-1.4%	-1.2%	3.5	576	i	3.9	1.9	2.9	6.5	i	4.6%
Cc1c(CCO)c(=O)[nH]n1C(=O)c1c(F)cccc1F	-0.559	-0.294	-0.126	0.483	0.04	1874	46.4%	-0.1%	-5.6	652	i	-7.0	1.3	1.4	9.9	i	0.1%
COc1cc(Nc2ccc(C)cc2)c([N+](=O)[O-])nc1[N+](=O)[O-]	-0.236	0.119	-0.684	0.693	·	·	-1.1%	-1.8%	-2.4	747	i	-3.3	2.7	2.0	1.8	i	14.4%
COCCOC(=O)C1=C(C)N(Cc2ccccc2)C(=O)NC1c1cccc(OC)c1OC (centres undefined)	-0.471	-0.157	-0.141	-0.00248	·	·	1.9%	-1.5%	10.5	739	i	1.5	3.4	0.1	19.6	i	7.7%
CCOC(=O)C1CCCN(CCCc2ccccc2)C1 (centres undefined)	-0.64&-0.303	-0.19&-0.101	-0.368&-0.432	0.0757&0.835	0.01&-0.53	1010&1078	-3.0%&10.1%	-0.1%&0.2%	-3.7	722	i	7.4&-4.7	1.3&3.9	3.2&2.1	2.7&4.6	i	2.1%&3.8%
Cc1ccc(NC(=S)NNC(=O)c2cccc([N+](=O)[O-])c2)cc1Cl	0.352	-0.223	0.191	-0.158	-0.2	1128	3.0%	·	0.0	728	·	·	·	·	·	i	-2.2%
CCOC(=O)NC(NC(=S)Nc1ccccc1OC)C(Cl)(Cl)Cl (centres undefined)	0.854	-0.185	0.714	-0.703	-0.5	1222	4.1%	-2.1%	15.8	662	i	-1.3	2.3	2.0	1.9	i	5.2%
O=C(CCOc1ccccc1)Nc1ccc(S(=O)(=O)N2CCCC2)cc1	1.43	-0.211	1.07	-0.917	-0.66	980	-2.8%	-2.0%	·	·	·	·	2.6	2.2	6.5	i	1.9%
CCOC(=O)C(=NC(C)CC)NNc1ccc(Br)cc1 (centres undefined)	1.2	-0.104	2.19	-1.88	-1.28	2164	-4.4%	-6.0%	?	·	i	9.9	2.5	1.5	4.2	i	4.8%
N#Cc1cc([N+](=O)[O-])ccc1Oc1cccc(/C=N/NC(=O)c2ccc(Cl)cc2)c1	0.428	-0.209	0.865	0.283	-1.1	750	6.5%	2.2%	-5.7	764	i	4.9	3.9	1.4	5.7	i	8.3%
COc1cc(C(=O)N/C(=C\c2cn(C)c3ccccc23)C(=O)NCCCO)cc(OC)c1OC	0.292	-0.29	-0.0174	-0.432	-0.46	1136	14.6%	-0.4%	4.8	744	i	4.8	2.3	1.0	0.4	i	4.4%
O=C(c1ccco1)N1CCN(C(=O)C2CCN(S(=O)(=O)Cc3ccccc3)CC2)CC1	-0.55	-0.2	0.11	0.0109	0.49	1295	1.0%	-0.7%	·	·	i	-5.9	4.7	2.0	7.9	i	4.6%
FC(F)Sc1ccc(NC(=S)NC2CCC(NC(=S)Nc3ccc(SC(F)F)cc3)CC2)cc1 (centres undefined)	-0.369	-0.232	0.383	0.77	-0.11	843	-0.6%	2.2%	1.3	722	i	23.8	2.4	1.9	7.5	?	9.6%
COc1ccc(S(=O)(=O)NC2CCCCC2)cc1C	-0.475	0.549	0.173	-0.2	-0.28	1263	-0.3%	-1.6%	-2.9	723	i	-0.6	2.6	1.9	5.2	i	8.8%
Cc1ccc(C2CC(c3ccco3)=NN2S(C)(=O)=O)cc1 (centres undefined)	1.36	-0.16	0.798	-2.05	-0.15	1270	25.1%	-2.3%	-0.5	733	i	2.5	2.0	3.2	11.0	i	-4.0%
COc1ccccc1N1CCN(C(=O)CSc2nnc3n2C(C)(C)Cc2ccccc2-3)CC1	-0.283	-0.178	0.0697	-0.34	?	·	1.1%	1.2%	·	·	i	3.7	6.7	2.1	4.5	i	0.6%
C=CCNC(=O)NC(=O)COC(=O)c1nc2nccc(C)n2n1	1.42	-0.263	0.669	-0.685	-1.86	1508	-11.4%	1.0%	21.1	709	i	-0.5	2.0	2.6	7.1	i	1.6%
COCCn1nnnc1CN1C2CCCC1CC(NC(C)=O)C2 (centres undefined)	2.23	0.196	1.23	-0.805	-0.31	1251	-2.0%	-1.1%	-16.0	852	i	3.9	4.9	2.7	1.1	i	-0.2%
CC(=O)NCCc1cc2ccc(C)c(C)c2[nH]c1=O	-0.502	-0.157	0.0536	0.383	0.16	1530	-0.8%	-3.2%	-3.5	707	i	-5.6	3.8	2.3	3.9	i	2.8%
COc1ccc(C(F)(F)F)cc1N/C=C\c1nnnn1-c1ccccc1	-0.0912	-0.257	0.143	0.325	·	·	-3.0%	4.0%	·	·	i	5.6	2.8	1.3	6.5	i	16.8%
COc1cc(C(=O)NNc2nc3cc4c(cc3s2)OCO4)cc(OC)c1OC	0.153	-0.242	1.04	0.262	1.53	1334	-4.3%	7.4%	-1.3	736	i	5.9	4.4	3.6	9.9	i	0.5%
O=C(NC1CCS(=O)(=O)C1)N1CCCCC1 (centres undefined)	0.178	-0.19	0.519	-0.814	-0.43	804	0.8%	-0.1%	3.7	803	i	-6.1	2.1	1.6	3.0	i	3.0%
CCc1ccc(-c2csc3ncn(CC)c(=O)c23)cc1	-0.258	-0.237	0.339	0.628	-0.4	1467	·	0.3%	14.2	775	i	0.8	1.7	0.9	5.2	i	·
CC(=O)/C=C(\C)Nc1ccccc1O	-0.618	-0.217	-0.572	0.443	-0.45	1380	3.6%	·	2.3	682	·	·	·	·	·	i	1.9%
C=CC[n+]1c(-c2ccc(Cl)cc2Cl)csc1Nc1c(C)n(C)n(-c2ccccc2)c1=O	1.33	-0.239	1.05	-0.425	-0.79	1218	-3.5%	-1.7%	-14.0	710	i	23.3	3.8	2.6	4.2	i	9.7%
COc1ccc(N2CCSC2C(=O)NN)cc1 (centres undefined)	0.725	0.048	0.308	0.34	·	·	10.0%	-2.4%	-10.6	734	i	9.5	2.3	2.2	2.3	i	2.0%
S=C1NC(C23CC4CC(CC(C4)C2)C3)=CC(c2ccc3c(c2)OCO3)N1 (centres undefined)	1.74	-0.293	0.184	-2.21	-0.96	1236	-3.7%	4.2%	-48.6	633	i	3.0	2.2	2.6	8.3	i	-5.2%
